hcDAF-12 act: H. contortus DAF-12 nuclear receptor activators, primary screen, cell-based, luminescence, HEK293, lit1-tk-luc reporter | HEK293 hcDAF-12 lit1-tk-luc reporter; 0% DMSO, 100% Δ7-dafachronic acid | activation, % at 6.8 µM | 1.4% of 370,000 active;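 active means activation above the mean of all tested compounds plus 3 SD, cut at about 5.5% in these data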;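 further: 100% = response to 3 µM Δ7-dafachronic acid high control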
PLCb3 inh: human PLC-beta3 inhibitors, primary screen, biochemical, fluorescence; 1-phosphatidylinositol 4,5-bisphosphate phosphodiesterase beta-3 (Homo sapiens), Q01970; Purified PLC-beta3, fluorogenic substrate; inhibition, % at 12.2 µM; 0.18% of 370,000 active; AID 720704, 2013; in the data active means inhibition above about 11%;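 further: 0% = median of compound wells on plate and 100% = full blocker control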
SMARCA2 activ: SMARCA2 (BRM) function activators, primary screen, cell-based, luminescence, high throughput. MG213 cells, MMTV-luciferase reporter, dexamethasone, overnight. activation, % at 9.1 µM. 1% of 370,000 active. AID 652017, 2013; in the data active means activation above about 7.8%;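 further: 0% = vehicle wells and 100% = reference activator wells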
ssDAF-12 act: S. stercoralis DAF-12 nuclear receptor activators, primary screen, cell-based, luminescence, HEK293, GRIP1 co-expression, lit1-tk-luc; activation, % at 6.8 µM; HEK293 ssDAF-12/GRIP1 lit1-tk-luc reporter; % of 3 µM dafachronic acid response; 1% of 370,000 active;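 active means activation above the mean over all tested compounds plus 3 SD, cut at about 0.9% in these data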;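 further: 0% = DMSO-only wells and 100% = 3 µM delta7-dafachronic acid wells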
DAX1 inh-1: DAX1 (NR0B1) inhibitors on StAR promoter, primary screen, cell-based, luminescence, SF-1 (NR5A1), full-length DAX-1; inhibition, % at 6.8 µM; AID 652010, 2013; HEK293T StAR-luciferase reporter, SF-1/DAX-1 repression relief; 1.1% of 370,000 active;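 active means inhibition above the mean over all tested compounds plus 3 SD, cut at about 3.6% in these data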;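 further: 0% = DAX-1 cells with DMSO and 100% = cells lacking DAX-1 with DMSO; higher inhibition means more luminescence from relief of DAX-1 repression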
GAA850 FXN act: FXN promoter activators, primary screen, cell-based, luciferase luminescence, HEK293 lucGAA850. HEK293 lucGAA850 FXN promoter luciferase reporter, 24 h; percent of 10 µM SAHA response. activation, % at 6 µM. 0.56% of 360,000 active. AID 540364, 2011;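 active means activation above the average of all compounds screened plus 3 SD, cutoff fixed separately per campaign, cut at about 7.5% in these data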;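 further: 0% = DMSO wells and 100% = 10 µM SAHA wells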
hgDAF-12 ag: H. glycines DAF-12 receptor agonists, primary screen, cell-based, luminescence, HEK293, GAL4 fusion, UAS-luciferase; Nuclear hormone receptor DAF-12 (Heterodera glycines), GAL4 fusion; activation, % at 6.8 µM; HEK293 GAL4-hgDAF12 UAS-luciferase reporter, agonist luminescence; normalized to butyrate control; 1.8% of 370,000 active;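 active means activation above a cutoff set at the mean of all screened compounds plus 3 SD, cut at about 10% in these data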;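 further: 0% = DMSO wells and 100% = sodium butyrate wells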
Rev-erbA mod: modulators of Rev-erb alpha DNA binding, primary screen, biochemical, FITC-DNA, fluorescence polarization, uHTS; activity, % at 10 µM; Rev-erbα–FITC-DNA binding, 90 min; AID 1259318, 2017; 0.79% of 370,000 active; Nuclear receptor subfamily 1 group D member 1 (Homo sapiens), P20393;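 active means activity above about 14%, limit read from the data; passing the limit was not always enough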;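 further: 0% = DMSO wells with 35 nM protein and 100% = DMSO wells with 750 nM protein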
Target sequence (P20393 whole entry, looked up): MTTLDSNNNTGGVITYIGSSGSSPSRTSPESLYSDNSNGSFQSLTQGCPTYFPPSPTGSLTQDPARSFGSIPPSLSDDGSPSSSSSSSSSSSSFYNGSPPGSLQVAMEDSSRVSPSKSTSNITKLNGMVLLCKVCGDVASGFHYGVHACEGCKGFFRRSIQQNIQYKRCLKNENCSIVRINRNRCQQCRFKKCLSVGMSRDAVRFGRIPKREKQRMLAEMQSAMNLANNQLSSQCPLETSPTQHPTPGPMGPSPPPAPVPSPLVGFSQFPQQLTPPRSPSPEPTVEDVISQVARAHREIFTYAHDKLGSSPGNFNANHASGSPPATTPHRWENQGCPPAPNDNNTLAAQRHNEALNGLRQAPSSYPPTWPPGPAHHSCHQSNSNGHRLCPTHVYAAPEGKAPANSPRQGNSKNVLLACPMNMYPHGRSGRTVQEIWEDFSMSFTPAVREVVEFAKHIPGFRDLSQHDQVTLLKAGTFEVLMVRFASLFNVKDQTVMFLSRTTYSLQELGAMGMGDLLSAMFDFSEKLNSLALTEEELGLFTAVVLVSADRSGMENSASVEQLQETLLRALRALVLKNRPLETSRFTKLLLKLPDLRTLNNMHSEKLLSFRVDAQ
sPLA2-III inh: human group III sPLA2 inhibitors, primary screen, biochemical, QFRET, BODIPY PC-A2 liposome substrate | 0.56% of 370,000 active | QFRET BODIPY PC-A2 liposome hydrolysis, fluorescence | inhibition, % at 12.2 µM | AID 743126, 2013 | Group 3 secretory phospholipase A2 (Homo sapiens), Q9NZ20;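 active means inhibition above mean plus 3 SD of compounds lying within the high and low control bounds, cut at about 19% in these data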;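 further: 0% = median of test compound wells and 100% = no enzyme DMSO wells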
Target sequence (Q9NZ20 whole entry, looked up): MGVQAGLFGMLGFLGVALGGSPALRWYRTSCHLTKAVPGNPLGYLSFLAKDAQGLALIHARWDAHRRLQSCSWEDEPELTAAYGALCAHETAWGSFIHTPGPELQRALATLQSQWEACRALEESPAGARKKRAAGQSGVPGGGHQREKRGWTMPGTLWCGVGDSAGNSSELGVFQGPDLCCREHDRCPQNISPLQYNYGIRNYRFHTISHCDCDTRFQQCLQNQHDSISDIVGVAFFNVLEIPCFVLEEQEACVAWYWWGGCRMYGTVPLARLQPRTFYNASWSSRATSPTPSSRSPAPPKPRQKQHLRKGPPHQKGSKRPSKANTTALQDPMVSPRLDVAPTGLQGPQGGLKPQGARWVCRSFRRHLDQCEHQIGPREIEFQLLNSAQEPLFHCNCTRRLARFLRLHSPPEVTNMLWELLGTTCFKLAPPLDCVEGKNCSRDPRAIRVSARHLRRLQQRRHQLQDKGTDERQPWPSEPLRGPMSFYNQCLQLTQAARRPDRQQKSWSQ
DAX1 inh-2: DAX1 (NR0B1) inhibitors, primary screen, cell-based, HEK293, Gal4-DAX1, luciferase luminescence; HEK293 Gal4-DAX1 luciferase reporter; 0.99% of 340,000 active; Nuclear receptor subfamily 0 group B member 1 (Homo sapiens), P51843; inhibition, % at 6.75 µM; AID 504766, 2011;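 active means inhibition above the mean over all tested compounds plus 3 SD, cut at about 4.2% in these data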;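 further: 0% = DAX1-transfected cells with DMSO and 100% = empty-vector control cells with DMSO; inhibition shows as a rise in luminescence from relieved DAX1 repression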
PG9 Ab binder: binders of HIV-1 gp120 antibody PG9, primary screen, biochemical, TR-FRET. HIV-1 gp120 / PG9 antibody interaction. TR-FRET gp120-PG9 antibody binding. inhibition, % at 6.7 µM. 0.43% of 360,000 active; in the data active means inhibition above about 8.5%
The depositor's hits bear a star.

How did CCCOc1ccc(-c2nn(-c3ccccc3)cc2/C=C2\SC(N)=NC2=O)cc1C do in these assays?
hcDAF-12 act: -1.0; PLCb3 inh: 0; SMARCA2 activ: 2; ssDAF-12 act: -1.8; DAX1 inh-1: -0.2; GAA850 FXN act: 0.9; hgDAF-12 ag: 1.3; Rev-erbA mod: -4; sPLA2-III inh: -2; DAX1 inh-2: -0.6; PG9 Ab binder: -4.8

How did C/C(=N/NS(=O)(=O)c1cccc([N+](=O)[O-])c1)c1ccncc1 do in these assays?
hcDAF-12 act: 1.6; PLCb3 inh: -7; SMARCA2 activ: 1; ssDAF-12 act: -1.4; DAX1 inh-1: -0.8; GAA850 FXN act: 2.0; hgDAF-12 ag: -2.2; Rev-erbA mod: -10; sPLA2-III inh: 8; DAX1 inh-2: 0.2; PG9 Ab binder: -1.0

Results for CC(=O)c1ccc(OCc2cc(C(=O)N(C)Cc3nc4c(C)cccc4[nH]3)no2)cc1 ?
hcDAF-12 act: 0.3; PLCb3 inh: -12; SMARCA2 activ: 0; ssDAF-12 act: -1.3; DAX1 inh-1: 0.8; GAA850 FXN act: -2.4; hgDAF-12 ag: -1.4; Rev-erbA mod: 1; sPLA2-III inh: -5; DAX1 inh-2: 0.6; PG9 Ab binder: 0.6

Results for CC(=O)N1CCc2cc(S(=O)(=O)CCC(=O)Nc3ccc(Cl)cc3F)ccc21 ?
hcDAF-12 act: -0.5; PLCb3 inh: -11; SMARCA2 activ: -3; ssDAF-12 act: -0.8; DAX1 inh-1: -0.4; GAA850 FXN act: -0.4; hgDAF-12 ag: -1.5; Rev-erbA mod: -2; sPLA2-III inh: 8; DAX1 inh-2: 0.1; PG9 Ab binder: 1.5

Results for COc1ccc2nc(NC(=O)CSc3nnc(-c4ccoc4C)n3C)sc2c1 ?
hcDAF-12 act: 2.1; PLCb3 inh: -1; SMARCA2 activ: 2; ssDAF-12 act: -0.5; DAX1 inh-1: 1.1; GAA850 FXN act: -3.6; hgDAF-12 ag: 9.2; Rev-erbA mod: 4; sPLA2-III inh: -5; DAX1 inh-2: 1.7; PG9 Ab binder: -1.5

Results for CNC(=O)NC(=O)CSc1nnc(C(F)(F)F)n1C ?
hcDAF-12 act: -1.0; PLCb3 inh: 2; SMARCA2 activ: -2; ssDAF-12 act: -0.8; DAX1 inh-1: -0.7; GAA850 FXN act: -1.2; hgDAF-12 ag: -0.6; Rev-erbA mod: 3; sPLA2-III inh: 0; DAX1 inh-2: -0.6; PG9 Ab binder: 1.9

How did NC(=S)NN=Cc1cc(-c2cccc(N)c2)ccn1 do in these assays?
hcDAF-12 act: -2.9; PLCb3 inh: 1; SMARCA2 activ: 1; ssDAF-12 act: -1.4; DAX1 inh-1: -5.3; GAA850 FXN act: -7.0; hgDAF-12 ag: -13; Rev-erbA mod: -1; sPLA2-III inh: 11; DAX1 inh-2: -3.9; PG9 Ab binder: 2.0

How did C/C(=N/OC(=O)CC(C)C)c1cc(-c2ccc(Cl)cc2)no1 do in these assays?
hcDAF-12 act: -0.2; PLCb3 inh: 4; SMARCA2 activ: 0; ssDAF-12 act: -0.5; DAX1 inh-1: 0.7; GAA850 FXN act: 2.9; hgDAF-12 ag: 2.0; Rev-erbA mod: -2; sPLA2-III inh: 0; DAX1 inh-2: -0.4; PG9 Ab binder: -0.2

Results for Cc1ccc(S(=O)(=O)N2CCOCC2)cc1NC(=O)CSc1nc(N)cc(N)n1 ?
hcDAF-12 act: -0.4; PLCb3 inh: -6; SMARCA2 activ: -2; ssDAF-12 act: -1.6; DAX1 inh-1: -1.0; GAA850 FXN act: -0.3; hgDAF-12 ag: 1.1; Rev-erbA mod: -1; sPLA2-III inh: 8; DAX1 inh-2: -2.1; PG9 Ab binder: 0.9

How did CCOC(=O)C(C#N)(Cc1cc(OC)cc(OC)c1)Cc1cc(OC)cc(OC)c1 do in these assays?
hcDAF-12 act: -2.5; PLCb3 inh: 3; SMARCA2 activ: -1; ssDAF-12 act: -1.5; DAX1 inh-1: -0.8; GAA850 FXN act: -1.5; hgDAF-12 ag: -1.3; Rev-erbA mod: 1; sPLA2-III inh: -18; DAX1 inh-2: 0.4; PG9 Ab binder: -0.7

What do the screens show for `O=c1[nH]c(-c2cccnc2)nc2ccccc12`?
hcDAF-12 act: -0.2; PLCb3 inh: -11; SMARCA2 activ: -2; ssDAF-12 act: -0.8; DAX1 inh-1: 0.5; GAA850 FXN act: 2.4; hgDAF-12 ag: -0.8; Rev-erbA mod: 6; sPLA2-III inh: 6; DAX1 inh-2: 3.2; PG9 Ab binder: 1.0

How did Cc1ccc(-c2nn(CCC(=O)O)cc2CCC(=O)O)cc1 do in these assays?
hcDAF-12 act: 0.0; PLCb3 inh: 3; SMARCA2 activ: -3; ssDAF-12 act: -1.9; DAX1 inh-1: -0.2; GAA850 FXN act: -0.6; hgDAF-12 ag: 2.1; Rev-erbA mod: 6; sPLA2-III inh: 3; DAX1 inh-2: -0.2; PG9 Ab binder: 0.3

Results for CCO[C@H]1OC(C(N)=O)=C[C@@H](c2ccc(Br)cc2)[C@@H]1CCCO ?
hcDAF-12 act: -1.8; PLCb3 inh: -1; SMARCA2 activ: 0; ssDAF-12 act: -1.2; DAX1 inh-1: 0.0; GAA850 FXN act: 0.9; hgDAF-12 ag: -2.6; Rev-erbA mod: -1; sPLA2-III inh: 2; DAX1 inh-2: 0.3; PG9 Ab binder: 2.1

Results for Cc1ccc(C(=O)O/N=C(\N)Cc2cccc3ccccc23)cc1 ?
hcDAF-12 act: 2.6; PLCb3 inh: -35; SMARCA2 activ: -1; ssDAF-12 act: 0.0; DAX1 inh-1: -0.1; GAA850 FXN act: 2.3; hgDAF-12 ag: -2.5; Rev-erbA mod: 1; sPLA2-III inh: 0; DAX1 inh-2: -0.8; PG9 Ab binder: -0.6

Results for CC1CCN(C(=O)C(=O)c2cn(CC(=O)N3CCCCCC3)c3ccccc23)CC1 ?
hcDAF-12 act: 0.1; PLCb3 inh: -13; SMARCA2 activ: 1; ssDAF-12 act: -0.1; DAX1 inh-1: -0.8; GAA850 FXN act: -1.2; hgDAF-12 ag: -1.5; Rev-erbA mod: 3; sPLA2-III inh: -5; DAX1 inh-2: -0.3; PG9 Ab binder: -0.4

How did COC(=O)CN(C#N)c1nc(SC)nc(N(C)C)n1 do in these assays?
hcDAF-12 act: -0.5; PLCb3 inh: 2; SMARCA2 activ: 2; ssDAF-12 act: -1.6; DAX1 inh-1: -0.8; GAA850 FXN act: -2.2; hgDAF-12 ag: 0.8; Rev-erbA mod: -1; sPLA2-III inh: 1; DAX1 inh-2: 1.1; PG9 Ab binder: -3.5

What do the screens show for `C=CCN1C(=O)/C(=C2/Sc3ccccc3N2C)SC1=Nc1ccccc1C`?
hcDAF-12 act: -0.2; PLCb3 inh: 3; SMARCA2 activ: -2; ssDAF-12 act: -0.4; DAX1 inh-1: 0.1; GAA850 FXN act: -0.6; hgDAF-12 ag: 4.7; Rev-erbA mod: 7; sPLA2-III inh: 8; DAX1 inh-2: 1.3; PG9 Ab binder: 0.5

How did CN1C(=S)SC(N(O)C(=O)Nc2ccc(Cl)c(Cl)c2)C1(C)C (stereo unspecified) do in these assays?
hcDAF-12 act: -0.8; PLCb3 inh: 5; SMARCA2 activ: -2; ssDAF-12 act: -1.6; DAX1 inh-1: -0.5; GAA850 FXN act: -0.1; hgDAF-12 ag: 0.1; Rev-erbA mod: -1; sPLA2-III inh: -35; DAX1 inh-2: -0.8; PG9 Ab binder: -0.8

Results for C=CCNc1nc(SC)nc2ccsc12 ?
hcDAF-12 act: -2.5; PLCb3 inh: 2; SMARCA2 activ: 2; ssDAF-12 act: -1.1; DAX1 inh-1: -0.1; GAA850 FXN act: 3.5; hgDAF-12 ag: -1.8; Rev-erbA mod: -2; sPLA2-III inh: -1; DAX1 inh-2: -0.4; PG9 Ab binder: -1.2

What do the screens show for `CN(C)C(=O)CN1C(=O)C2CC=C(Cl)CC2C1=O` (stereo unspecified)?
hcDAF-12 act: -1.4; PLCb3 inh: 1; SMARCA2 activ: -1; ssDAF-12 act: -1.2; DAX1 inh-1: 0.4; GAA850 FXN act: -0.6; hgDAF-12 ag: -2.1; Rev-erbA mod: 2; sPLA2-III inh: 4; DAX1 inh-2: 1.3; PG9 Ab binder: -0.7

Results for O=C(CSc1nnc(NC(=O)c2cccc(F)c2)s1)NCC1CCCO1 (stereo unspecified) ?
hcDAF-12 act: 4.9; PLCb3 inh: -10; SMARCA2 activ: -2; ssDAF-12 act: -0.6; DAX1 inh-1: -0.8; GAA850 FXN act: -0.1; hgDAF-12 ag: 0.7; Rev-erbA mod: -2; sPLA2-III inh: 7; DAX1 inh-2: 0.6; PG9 Ab binder: -3.4

What do the screens show for `CSc1cccc(NC(=O)N2CCCC(CNS(=O)(=O)Cc3ccccc3)C2)c1` (stereo unspecified)?
hcDAF-12 act: -0.7; PLCb3 inh: 2; SMARCA2 activ: -1; ssDAF-12 act: -1.5; DAX1 inh-1: -0.1; GAA850 FXN act: -0.9; hgDAF-12 ag: -2.3; Rev-erbA mod: 0; sPLA2-III inh: -7; DAX1 inh-2: 3.9; PG9 Ab binder: 2.2

What do the screens show for `NCC(=O)Nc1ccc(Cl)cc1C(=O)c1ccc[nH]1`?
hcDAF-12 act: -0.3; PLCb3 inh: -15; SMARCA2 activ: -5; ssDAF-12 act: -1.5; DAX1 inh-1: -1.4; GAA850 FXN act: -9.6; hgDAF-12 ag: 0.0; Rev-erbA mod: 5; sPLA2-III inh: 3; DAX1 inh-2: -2.2; PG9 Ab binder: 3.0

What do the screens show for `COc1ccc2nc3sc(C(=O)NCCN4CCc5ccccc5C4)cc3cc2c1`?
hcDAF-12 act: 5.2; PLCb3 inh: -50; SMARCA2 activ: 6; ssDAF-12 act: 0.4; DAX1 inh-1: 1.2; GAA850 FXN act: -3.0; hgDAF-12 ag: 12*; Rev-erbA mod: -2; sPLA2-III inh: 0; DAX1 inh-2: -0.6; PG9 Ab binder: -2.5

How did C=Cn1c(C(=O)O)ccc1-c1ccc(OC)cc1 do in these assays?
hcDAF-12 act: -1.7; PLCb3 inh: -1; SMARCA2 activ: -1; ssDAF-12 act: -1.3; DAX1 inh-1: 0.6; GAA850 FXN act: 1.4; hgDAF-12 ag: 1.3; Rev-erbA mod: 1; sPLA2-III inh: -2; PG9 Ab binder: -1.5

Screening data from PubChem.

Rows are unselected (roughly 7% active in at least one column).
